USP7 block: inhibitors of human USP7 deubiquitinase; Ubiquitin carboxyl-terminal hydrolase 7 (Homo sapiens), Q93009; purified USP7, Ub-rhodamine cleavage fluorescence; inhibition, % at 20 µM; 47,000 compounds, 0.3% hits
USP8 inh: inhibitors of human USP8 deubiquitinase. Ubiquitin carboxyl-terminal hydrolase 8 (Homo sapiens), P40818. purified USP8, Ub-rhodamine cleavage fluorescence, 30 min. inhibition, % at 20 µM. 47,000 compounds, 4.2% hits. AID 1645853, 2021
UCHL1 block: inhibitors of human UCHL1 deubiquitinase; 47,000 compounds, 0.2% hits; AID 1645859, 2021; Ubiquitin carboxyl-terminal hydrolase isozyme L1 (Homo sapiens), P09936; inhibition, % at 20 µM; purified UCHL1, Ub-rhodamine cleavage fluorescence
USP17 block: inhibitors of human USP17 deubiquitinase; AID 1645855, 2021; inhibition, % at 50 µM; purified USP17, Ub-rhodamine cleavage fluorescence, 3 h; 47,000 compounds, 6.5% hits
OTUD3 inh: inhibitors of human OTUD3 deubiquitinase. inhibition, % at 25 µM. 47,000 compounds, 0.7% hits. purified OTUD3, Ub-rhodamine fluorescence, 2 h. AID 1645858, 2021
USP10 inh: inhibitors of human USP10 deubiquitinase. 47,000 compounds, 1.1% hits. Ubiquitin carboxyl-terminal hydrolase 10 (Homo sapiens), Q14694. inhibition, % at 20 µM. purified USP10, Ub-rhodamine fluorescence, 60 min
Target sequence (Q14694 whole entry, looked up): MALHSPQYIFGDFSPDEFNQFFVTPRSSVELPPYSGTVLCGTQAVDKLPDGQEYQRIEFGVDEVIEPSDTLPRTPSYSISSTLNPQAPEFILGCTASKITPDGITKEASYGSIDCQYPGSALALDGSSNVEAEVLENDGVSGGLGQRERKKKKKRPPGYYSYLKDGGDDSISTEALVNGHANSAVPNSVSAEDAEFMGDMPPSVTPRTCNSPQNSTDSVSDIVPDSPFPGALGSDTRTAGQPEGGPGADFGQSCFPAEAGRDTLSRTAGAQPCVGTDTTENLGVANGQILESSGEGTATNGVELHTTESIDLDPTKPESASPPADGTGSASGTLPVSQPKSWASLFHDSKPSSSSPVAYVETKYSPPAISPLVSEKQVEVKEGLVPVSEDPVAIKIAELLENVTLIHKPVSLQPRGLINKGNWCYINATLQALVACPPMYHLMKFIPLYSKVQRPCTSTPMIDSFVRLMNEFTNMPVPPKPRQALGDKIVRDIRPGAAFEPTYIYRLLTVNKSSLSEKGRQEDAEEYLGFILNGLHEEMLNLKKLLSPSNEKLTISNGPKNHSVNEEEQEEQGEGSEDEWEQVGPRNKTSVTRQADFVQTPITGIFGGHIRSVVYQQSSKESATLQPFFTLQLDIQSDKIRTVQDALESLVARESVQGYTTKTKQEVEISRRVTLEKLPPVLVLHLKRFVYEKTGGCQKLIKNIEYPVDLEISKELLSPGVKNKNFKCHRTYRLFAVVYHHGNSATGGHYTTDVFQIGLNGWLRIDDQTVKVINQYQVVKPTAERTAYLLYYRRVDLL
USP28 inh: inhibitors of human USP28 deubiquitinase | Ubiquitin carboxyl-terminal hydrolase 28 (Homo sapiens), Q96RU2 | purified USP28, Ub-rhodamine cleavage fluorescence, 30 min | inhibition, % at 25 µM | 47,000 compounds, 3% hits
USP30 inh: inhibitors of human USP30 deubiquitinase; 47,000 compounds, 5.3% hits; AID 1645860, 2021; purified USP30, Ub-rhodamine cleavage fluorescence; inhibition, % at 25 µM; Ubiquitin carboxyl-terminal hydrolase 30 (Homo sapiens), Q70CQ3
Starred values were filed as active, the others as inactive. Rule as the data show it: active = inhibition above about 30%; inactive = the rest. An unsorted share of the library, and some 13% of all compounds hit somewhere here.

What do the screens show for `COc1ccc(NC(=O)CNC(=O)c2ccc3nc(-n4cccc4)sc3c2)cc1`?
USP7 block: -22; USP8 inh: 82*; UCHL1 block: 11; USP17 block: 31*; OTUD3 inh: 32*; USP10 inh: 28; USP28 inh: 17; USP30 inh: -45

Results for Cn1c(N)c(S(=O)(=O)N2CCCCC2c2cccnc2)c(=O)n(C)c1=O (centres undefined) ?
USP7 block: -1; USP8 inh: -29; UCHL1 block: -3; USP17 block: -9; OTUD3 inh: -4; USP10 inh: 0; USP28 inh: -16; USP30 inh: 0

Results for COc1ccc(NC(=O)CC2N=C(N3CCN(c4ccc(OC)cc4)CC3)NC2=O)cc1 (centres undefined) ?
USP7 block: 1; USP8 inh: -2; UCHL1 block: -3; USP17 block: 2; OTUD3 inh: 0; USP10 inh: 1; USP28 inh: -9; USP30 inh: 2

How did COC(=O)c1cnc(Sc2ccccc2NC(=O)C(C)C)c([N+](=O)[O-])c1 do in these assays?
USP7 block: -16; USP8 inh: -146; UCHL1 block: 0; USP17 block: -1; OTUD3 inh: 12; USP10 inh: 5; USP28 inh: -8; USP30 inh: 6

How did Cc1nc(-c2csc(S(=O)(=O)N3CCc4ccccc43)c2)no1 do in these assays?
USP7 block: 2; USP8 inh: -13; UCHL1 block: 0; USP17 block: -2; OTUD3 inh: 0; USP10 inh: 2; USP28 inh: 3; USP30 inh: -1

Results for COc1ccc2[nH]c3c(=O)n(CCN4CCCC4)cnc3c2c1 ?
USP7 block: 0; USP8 inh: 0; UCHL1 block: -1; USP17 block: -5; OTUD3 inh: 0; USP10 inh: -3; USP28 inh: -5; USP30 inh: -5

How did O=C(c1noc2ccc(S(=O)(=O)N3CCCC3)cc12)N1CCCCC1 do in these assays?
USP7 block: -1; USP8 inh: 0; UCHL1 block: 1; USP17 block: 6; OTUD3 inh: 17; USP10 inh: 1; USP28 inh: 9; USP30 inh: 22

What do the screens show for `CSc1ncc2c(=O)n(CC(=O)NCc3ccc(OC(C)C)cc3)cnc2n1`?
USP7 block: -11; USP8 inh: -19; UCHL1 block: -14; USP17 block: -120; OTUD3 inh: -50; USP10 inh: -5; USP28 inh: -45; USP30 inh: -153

Results for O=C(NCc1ccc(F)cc1)C1CCCCN1S(=O)(=O)c1ccccc1 (centres undefined) ?
USP7 block: -20; USP8 inh: 0; UCHL1 block: 0; USP17 block: 2; OTUD3 inh: 0; USP10 inh: -2; USP28 inh: 6; USP30 inh: 0

How did Cc1cc(NC(=O)C2CCCN(S(=O)(=O)N3CCC(C)CC3)C2)no1 (centres undefined) do in these assays?
USP7 block: -5; USP8 inh: -10; UCHL1 block: -6; USP17 block: -18; OTUD3 inh: -14; USP10 inh: -2; USP28 inh: -19; USP30 inh: -21

Results for COc1ccc(C(=O)/C=C2\NCCc3cc4c(cc32)OCCCO4)cc1OC ?
USP7 block: -11; USP8 inh: 27; UCHL1 block: -6; USP17 block: -22; OTUD3 inh: -130; USP10 inh: -1; USP28 inh: -114; USP30 inh: inactive

Results for Cc1cc(CC2COCCN(C(=O)c3ccc4n[nH]nc4c3)C2)ncn1 (centres undefined) ?
USP7 block: 10; USP8 inh: -1; UCHL1 block: 1; USP17 block: 3; OTUD3 inh: 7; USP10 inh: 0; USP28 inh: 3; USP30 inh: 6

How did Cc1noc2nc(C)n(CC(=O)NCCC3=CCCCC3)c(=O)c12 do in these assays?
USP7 block: -16; USP8 inh: -1; UCHL1 block: 0; USP17 block: 9; OTUD3 inh: 10; USP10 inh: 0; USP28 inh: 6; USP30 inh: 14

What do the screens show for `Cc1cc(OCC(=O)Nc2ccccc2F)nc(N2CCCC(C)C2)n1` (centres undefined)?
USP7 block: -2; USP8 inh: 15; UCHL1 block: 7; USP17 block: 18; OTUD3 inh: 7; USP10 inh: 6; USP28 inh: 7; USP30 inh: 47*

Results for CC(=O)Nc1cccnc1-c1ccc(C(=O)Nc2ccc(C)c(C)c2)cc1 ?
USP7 block: -5; USP8 inh: -23; UCHL1 block: 1; USP17 block: 7; OTUD3 inh: 17; USP10 inh: 4; USP28 inh: 37*; USP30 inh: -42

Results for COC(=O)c1ccccc1NC(=O)Cn1c(=O)n(Cc2ccc(C(=O)NCc3ccco3)cc2)c(=O)c2ccccc21 ?
USP7 block: 14; USP8 inh: 39*; UCHL1 block: 10; USP17 block: 16; OTUD3 inh: 6; USP10 inh: 32*; USP28 inh: -7; USP30 inh: 1

Results for CC(Sc1nnc(-c2cccnc2)n1C)C(=O)Nc1cccc2ccccc12 (centres undefined) ?
USP7 block: 14; USP8 inh: -58; UCHL1 block: 6; USP17 block: -6; OTUD3 inh: 17; USP10 inh: 4; USP28 inh: 8; USP30 inh: 13

What do the screens show for `O=S(=O)(c1ccc(Cl)c(-c2nnc(-c3ccccc3)o2)c1)N1CCOCC1`?
USP7 block: -5; USP8 inh: 0; UCHL1 block: 1; USP17 block: -5; OTUD3 inh: -3; USP10 inh: -2; USP28 inh: -3; USP30 inh: 8

What do the screens show for `CCc1ccc(NC(=O)COC(=O)Cn2cnc3ccccc32)cc1`?
USP7 block: 0; USP8 inh: -24; UCHL1 block: -1; USP17 block: 0; OTUD3 inh: 1; USP10 inh: -2; USP28 inh: 32*; USP30 inh: -1

What do the screens show for `CN(C)CCNC(=O)c1cccc(-c2ccc(CC3CCCNC3=O)cc2)c1` (centres undefined)?
USP7 block: -2; USP8 inh: 4; UCHL1 block: 0; USP17 block: -11; OTUD3 inh: 2; USP10 inh: 1; USP28 inh: -1; USP30 inh: 26

Brought forward from above: 2 compounds; new compounds follow.
What do the screens show for `CCc1ccc(NC(=O)COC(=O)Cn2cnc3ccccc32)cc1`?
USP7 block: 0; USP8 inh: -24; UCHL1 block: -1; USP17 block: 0; OTUD3 inh: 1; USP10 inh: -2; USP28 inh: 32*; USP30 inh: -1

What do the screens show for `CN(C)CCNC(=O)c1cccc(-c2ccc(CC3CCCNC3=O)cc2)c1` (centres undefined)?
USP7 block: -2; USP8 inh: 4; UCHL1 block: 0; USP17 block: -11; OTUD3 inh: 2; USP10 inh: 1; USP28 inh: -1; USP30 inh: 26

Results for Cc1cc(-c2nnc(-c3ccccc3)o2)c(C)n1CC(=O)N1CCN(c2ccccn2)CC1 ?
USP7 block: 3; USP8 inh: -3; UCHL1 block: 4; USP17 block: 0; OTUD3 inh: 0; USP10 inh: 0; USP28 inh: -1; USP30 inh: 11

What do the screens show for `Cc1oc(-c2cccc(Cl)c2)nc1CS(=O)(=O)CC(=O)NCc1ccco1`?
USP7 block: -37; USP8 inh: -6; UCHL1 block: 2; USP17 block: 18; OTUD3 inh: 19; USP10 inh: 0; USP28 inh: 15; USP30 inh: 0

How did CC(=O)N1C[C@H]2[C@@H](C1)c1ccccc1[C@@H]2NC(=O)c1ccc2c(c1)OCO2 do in these assays?
USP7 block: 1; USP8 inh: -2; UCHL1 block: -1; USP17 block: 1; OTUD3 inh: 3; USP10 inh: -1; USP28 inh: -5; USP30 inh: 6

What do the screens show for `CNC(=O)c1cc(CC2CCCN(S(C)(=O)=O)CC2)ncn1` (centres undefined)?
USP7 block: 0; USP8 inh: -1; UCHL1 block: -1; USP17 block: 0; OTUD3 inh: 4; USP10 inh: 4; USP28 inh: -2; USP30 inh: 6

How did CCCCOc1ccc(-c2nc(SC(C)C(=O)Nc3ccccc3)c3c4c(sc3n2)COC(C)(C)C4)cc1 (centres undefined) do in these assays?
USP7 block: -4; USP8 inh: -4; UCHL1 block: -2; USP17 block: -10; OTUD3 inh: -79; USP10 inh: -2; USP28 inh: -6; USP30 inh: -18

How did COc1ccc(CC(=O)NCc2cc(-c3ccc(F)cc3)on2)cc1 do in these assays?
USP7 block: -1; USP8 inh: 7; UCHL1 block: -2; USP17 block: 19; OTUD3 inh: 1; USP10 inh: 13; USP28 inh: 5; USP30 inh: 17

Results for CCCNC(=O)C1(Cc2ccccc2-c2cccnc2)CCOCC1 ?
USP7 block: 4; USP8 inh: 0; UCHL1 block: 3; USP17 block: 5; OTUD3 inh: 5; USP10 inh: 1; USP28 inh: 2; USP30 inh: 12

Results for COc1ccccc1C(=O)N1CCc2[nH]c3ccc(F)cc3c2C1 ?
USP7 block: -43; USP8 inh: -58; UCHL1 block: -35; USP17 block: -165; OTUD3 inh: -189; USP10 inh: -7; USP28 inh: -188; USP30 inh: inactive

What do the screens show for `O=C1CC(C(=O)Nc2ccccc2C(F)(F)F)c2c(nc(N3CCCCC3)[nH]c2=O)N1` (centres undefined)?
USP7 block: -10; USP8 inh: -4; UCHL1 block: -5; USP17 block: -3; OTUD3 inh: -12; USP10 inh: -9; USP28 inh: -6; USP30 inh: -159

Results for Cc1c(C)c(C)c2[nH]c(-c3ccc4c(c3)OCO4)nc2c1C ?
USP7 block: 10; USP8 inh: 10; UCHL1 block: 4; USP17 block: 47*; OTUD3 inh: -2; USP10 inh: -1; USP28 inh: 2; USP30 inh: 49*

Results for COc1ccc(S(=O)(=O)n2c(SCC(=O)Nc3ccc(Oc4ccccc4)cc3)nc3ccccc32)cc1 ?
USP7 block: 8; USP8 inh: -24; UCHL1 block: 8; USP17 block: 15; OTUD3 inh: 2; USP10 inh: 15; USP28 inh: 45*; USP30 inh: -72

Results for COc1ccc(CCNC(=O)CN2C(=O)c3ccccc3C2c2c(C)[nH]c3ccccc23)cc1OC (centres undefined) ?
USP7 block: 0; USP8 inh: 0; UCHL1 block: 3; USP17 block: -12; OTUD3 inh: -4; USP10 inh: -3; USP28 inh: 0; USP30 inh: -37

Reprinted from the results shown for reference:
How did COc1ccc(CC(=O)NCc2cc(-c3ccc(F)cc3)on2)cc1 do in these assays?
USP7 block: -1; USP8 inh: 7; UCHL1 block: -2; USP17 block: 19; OTUD3 inh: 1; USP10 inh: 13; USP28 inh: 5; USP30 inh: 17

Results for CCCNC(=O)C1(Cc2ccccc2-c2cccnc2)CCOCC1 ?
USP7 block: 4; USP8 inh: 0; UCHL1 block: 3; USP17 block: 5; OTUD3 inh: 5; USP10 inh: 1; USP28 inh: 2; USP30 inh: 12

Results for COc1ccccc1C(=O)N1CCc2[nH]c3ccc(F)cc3c2C1 ?
USP7 block: -43; USP8 inh: -58; UCHL1 block: -35; USP17 block: -165; OTUD3 inh: -189; USP10 inh: -7; USP28 inh: -188; USP30 inh: inactive

What do the screens show for `O=C1CC(C(=O)Nc2ccccc2C(F)(F)F)c2c(nc(N3CCCCC3)[nH]c2=O)N1` (centres undefined)?
USP7 block: -10; USP8 inh: -4; UCHL1 block: -5; USP17 block: -3; OTUD3 inh: -12; USP10 inh: -9; USP28 inh: -6; USP30 inh: -159

Results for Cc1c(C)c(C)c2[nH]c(-c3ccc4c(c3)OCO4)nc2c1C ?
USP7 block: 10; USP8 inh: 10; UCHL1 block: 4; USP17 block: 47*; OTUD3 inh: -2; USP10 inh: -1; USP28 inh: 2; USP30 inh: 49*
